Bioassay records from PubChem.
Akt phos inh – HTS Assay for Inhibitors of Akt Phophorylation: Primary Screen. AID 651550, 2012. 0.32% of 360,000 active. Neuro2A IGF-stimulated pAkt S473 HTRF, 20 min; hits give low values. activity change, % for hits at 50 µM; in the data active = activity change below about -80%; inconclusive = mostly about -51% to -80%; also: % is scaled to controls: 0 for no effect and ±100 for the full control effect
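Neuro2A cells (4,500/well, DMEM with 0.5% FBS) were treated with compound at a single 50 µM final concentration, stimulated with 6 nM IGF for 20 min at 37 °C, and lysed. Phospho-Akt Ser473 was read by HTRF as 665/615 ratio ×10^4.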
GLP1R inv ag – qHTS of GLP-1 Receptor Inverse Agonists (Inhibition Mode) | 1.6% of 410,000 active | AID 624417, 2012 | Potency, µM (highest dose often 38.3 µM), for the others: at the highest dose activity change, negative = inhibition, most hits filed as inhibitors | Glucagon-like peptide 1 receptor (Homo sapiens), P43220 | HEK293 GLP-1R CRE-luciferase, luminescence, 24 h; GLP-1R form is constitutively active; also: potency is read from the fitted curve at half-maximal effect; % is scaled to controls: 0 for no effect and ±100 for the full control effect; nearly all actives have a fitted effect of over 55% in size
Target sequence (P43220 whole entry, looked up): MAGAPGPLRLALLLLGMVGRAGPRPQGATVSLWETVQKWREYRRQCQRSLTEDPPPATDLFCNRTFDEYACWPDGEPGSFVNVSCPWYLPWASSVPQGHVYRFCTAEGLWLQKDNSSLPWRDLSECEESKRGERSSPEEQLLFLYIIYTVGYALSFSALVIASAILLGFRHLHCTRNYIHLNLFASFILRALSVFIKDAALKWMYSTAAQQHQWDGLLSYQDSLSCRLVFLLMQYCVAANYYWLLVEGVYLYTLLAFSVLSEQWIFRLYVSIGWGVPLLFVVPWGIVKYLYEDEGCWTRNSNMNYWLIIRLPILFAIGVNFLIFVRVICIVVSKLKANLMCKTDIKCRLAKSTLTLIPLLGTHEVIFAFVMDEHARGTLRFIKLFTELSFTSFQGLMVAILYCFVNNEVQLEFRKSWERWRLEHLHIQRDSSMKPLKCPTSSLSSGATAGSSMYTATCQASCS
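Cells are plated, allowed 12 hours at 37 deg C, then treated with compounds for 24 hr before luciferase detection reagent is added and luminescence is read after 12 min at room temperature. The HEK293 line carries constitutively active GLP-1R with a cAMP-responsive reporter.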
aSyn rescue – qHTS of alpha-syn Inhibitors. Yeast expressing alpha-synuclein, growth rescue, BacTiter-Glo, 24 h. Potency, µM (doses to about 46.1 µM), without a hit: at the highest dose growth rescue (activation), hits mostly activators. 0.14% of 370,000 active. AID 652106, 2013; also: potency is read from the fitted curve at half-maximal effect; % of control where 0% means no effect; nearly all actives have a fitted effect of over 65% in size
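Rescue of yeast growth: cells expressing toxic alpha-synuclein, induced in galactose at OD600 0.02, incubated with compound 24 h at 30 C. ATP luminescence quantified growth; inhibitors of toxicity appear as activators.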
Abeta rescue – qHTS for compounds that reverse cellular toxicity of Amyloid beta (A-beta) peptide in yeast: Primary Screen; Potency, µM (series often up to 46.1 µM), without a hit: top-dose growth rescue, most hits filed as activators; yeast expressing A-beta42, growth rescue, OD600, 48 h; response scale: 0% DMSO, 100% iron-clioquinol control; 0.063% of 410,000 active; AID 1347071, 2019; also: potency is read from the fitted curve at half-maximal effect; nearly all actives have a fitted effect of over 55% in size
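Yeast growth medium received pinned compounds, then yeast cells expressing toxic A-beta were added; plates incubated at 30 C for 48 hr. Growth read as absorbance at 600 nm, normalized to DMSO and equimolar FeCl3 plus clioquinol controls.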
MmCpn inh – Inhibitors of TCP-1 ring complex (TRiC) of Methanococcus maripaludis (MmCpn): qHTS. purified Mm-Cpn ATPase, ADP Transcreener TR-FRET. Potency, µM (highest dose often 76.9 µM), for inactives: top-dose activity, negative = inhibition, hits mostly inhibitors. 0.031% of 330,000 active; also: potency is read from the fitted curve at half-maximal effect; % is scaled to controls: 0 for no effect and ±100 for the full control effect; nearly all actives have a fitted effect of over 80% in size
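Compound-treated chaperonin, 25 nM final, turns over 10 uM ATP at 37°C for 30 min following a 10 min preincubation; ADP generated competes with ADP-d2 for Eu-cryptate antibody, lowering FRET.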
PTHR1 ag – qHTS for PTHR1 Agonists: Primary Screen; HEK293 GP2 PTHR1 cells, GloSensor cAMP luminescence, 1 h; 0.075% of 410,000 active; Potency, µM (top dose mostly 115 µM), for inactives: at the top dose activation, usual class: activators; Parathyroid hormone/parathyroid hormone-related peptide receptor (Homo sapiens), Q03431; also: potency is read from the fitted curve at half-maximal effect; nearly all actives have a fitted effect of over 55% in size; some results filed as inactive show a strong effect at the top dose; inactives centre near -15; many of its hits are not listed in these tables
Target sequence (Q03431 whole entry, looked up): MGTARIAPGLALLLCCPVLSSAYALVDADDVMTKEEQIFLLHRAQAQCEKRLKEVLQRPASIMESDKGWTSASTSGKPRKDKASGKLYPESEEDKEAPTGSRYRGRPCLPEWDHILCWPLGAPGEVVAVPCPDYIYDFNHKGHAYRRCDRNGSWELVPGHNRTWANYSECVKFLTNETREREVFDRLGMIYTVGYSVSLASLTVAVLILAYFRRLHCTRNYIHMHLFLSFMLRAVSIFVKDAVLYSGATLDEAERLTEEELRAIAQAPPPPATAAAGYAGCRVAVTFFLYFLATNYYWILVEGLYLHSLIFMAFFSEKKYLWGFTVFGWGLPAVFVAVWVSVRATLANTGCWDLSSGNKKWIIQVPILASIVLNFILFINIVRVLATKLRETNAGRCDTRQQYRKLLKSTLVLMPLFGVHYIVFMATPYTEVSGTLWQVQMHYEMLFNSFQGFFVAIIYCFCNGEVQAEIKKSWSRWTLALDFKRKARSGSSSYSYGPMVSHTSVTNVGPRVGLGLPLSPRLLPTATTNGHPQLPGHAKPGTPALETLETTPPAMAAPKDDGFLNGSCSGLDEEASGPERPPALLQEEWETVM
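HEK-293-derived GP2 cells expressing PTHR1 and a GloSensor cAMP reporter, 3,000/well, plated overnight, given luciferin plus IBMX (each 0.5 mM as added) for 1 h at 37 °C, then compound for 1 h at 37 °C. Luminescence was read after 15 min at room temperature.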
GLP1R cytotox – qHTS of GLP-1 Receptor Inverse Agonists: Cytotox Screen; HEK293 cAMP-luciferase reporter cells, luminescence, 24 h; Potency, µM (highest dose often 38.3 µM), inactives show at the top dose activity change, negative = inhibition, hits mostly inhibitors; 0.13% of 410,000 active; AID 624418, 2012;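 also: loss of luciferase light is scored as toxicity; potency is read from the fitted curve at half-maximal effect; % is scaled to controls: 0 for no effect and ±100 for the full control effect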
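Seeding density was 200 cells/uL; after overnight-length (12 h) culture, 23 nL compounds went on for 24 h at 37 °C. Readout used a luciferase detection reagent, luminescence taken after 12 min at room temperature.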
FUS suppressor – qHTS for Suppressors of FUS Proteinopathy: Primary screen using FUS-linked yeast assay; S. cerevisiae FUS-expressing, growth rescue, OD600, 24 h; Potency, µM (titrated, usually from 76.6 µM), without a hit: at the highest dose growth rescue (activation), hits mostly activators; 0.24% of 390,000 active; AID 1347120, 2019;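 also: potency is read from the fitted curve at half-maximal effect; plate controls were DMSO vehicle for no effect and reference control for full effect; nearly all actives have a fitted effect of over 55% in size; some results filed as inactive show a strong effect at the top dose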
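Toxicity suppression screen in FUS-yeast. Cells induced with 2% galactose, starting OD 0.005, treated 24hr at 30C with compounds at multiple final concentrations; growth by OD600.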
TDP43 rescue – qHTS of TDP-43 Inhibitors; 1.8% of 410,000 active; Potency, µM (highest dose often 46.1 µM), for the others: top-dose growth rescue (activation), usual class: activators; TDP-43 expressing yeast growth rescue, BacTiter-Glo, 24 h; also: potency is read from the fitted curve at half-maximal effect; % of control where 0% means no effect; nearly all actives have a fitted effect of over 50% in size
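Yeast cells expressing TDP-43 under galactose induction are exposed to compounds for 24 hr at 30 deg C. BacTiter-Glo luminescence measures growth, so protective compounds score as activators.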
* marks the source's active call; other numbers are inactive results; i = inactive; ? = inconclusive; · = no result given; & = joins results of further samples; [ ] = remark or other dose. Unless noted, calls follow the shape of the dose curve; as a rule, active = well fitted curve in the direction sought with a large enough effect; inconclusive = small, poorly fitted or top-dose-only effect, or another doubt; inactive = no such curve, though single readings can be large; an effect the other way counts as inactive or inconclusive.

#	molecule	Akt phos inh	GLP1R inv ag	aSyn rescue	Abeta rescue	MmCpn inh
1	Ic1ccc(N2CCN(Cc3c[nH]c4ncccc34)CC2)cc1	i	-22%	0%&6%&8%	-28%	?
2	O=C(c1ccc(S(=O)(=O)c2ccccc2)cc1)N1CCc2ccccc2C1	i	-6%	20%	-3%	-1%
3	CC1(CCc2ccccc2)NC(=O)N(CC(=O)N2CC(=O)Nc3ccccc32)C1=O (stereo not given)	i	-3%	6%	-1%	0%
4	CC(C)=CCc1c(O)c(CC=C(C)C)c2occ(-c3ccc(O)cc3)c(=O)c2c1O	i	?	-24%	-83%[inhibitor]	-1%
5	COC(=O)c1c(NC(=O)c2ccc(S(=O)(=O)N(C)C3CCCCC3)cc2)sc2c1CCN(C)C2	·	?	22%	-12%	·
6	COc1ccc(C(C)=O)cc1CC(=O)NC1CCCCCC1	i	22%	-3%	2%	0%
7	CC1=CC(=Nc2c(C)n(C)n(-c3ccccc3)c2=O)C=C(C)C1=O	i	3%	-3%	6%	3%
8	CCC(=O)N1CCc2cc(Br)cc(S(=O)(=O)CCC(=O)Nc3ccc(Cl)cc3)c21	·	3%	·	-8%	·

#	PTHR1 ag	GLP1R cytotox	FUS suppressor	TDP43 rescue
1	-24%	4%	-23%	-30%[inhibitor]
2	i	5%	·	?
3	-2%	-4%	17%	-2%
4	-39%[inhibitor]	-30%	?	0%
5	i	2%	36%	15%
6	i	1%	14%	-8%
7	-15%	?	·	-17%
8	i	0%	-10%	7%

(continued)
#	molecule	Akt phos inh	GLP1R inv ag	aSyn rescue	Abeta rescue	MmCpn inh
9	O=C(COC(=O)C(O)c1ccccc1)NC12CC3CC(CC(C3)C1)C2 (stereo not given)	·	2%	-9%	13%	2%
10	Cc1cc(NC(=O)c2ccc3nc(C)sc3c2)no1	i	?	-8%	-15%	-1%
11	Cc1c(C(=O)N2CCN(Cc3ccccc3)CC2)sc2ncnc(N3CCOCC3)c12	i	10%	-3%	-7%	0%
12	COc1ccc(NC(=O)CSc2nc3c(oc4ccccc43)c(=O)n2-c2ccc(C)c(C)c2)cc1	·	0%	·	-15%	·
13	O=C1C[C@@H]2CCN3C(=O)CCC[C@@H]([C@H]23)[C@@H]1Cc1ccccc1	i	11%	-3%	-9%	0%
14	CC1=CC2(C)NC(=O)C(C)C12 (stereo not given)	i	-2%	-2%	4%	·
15	O=C(O)CCCN1C(=O)C(=O)/C(=C(/O)c2ccc(Cl)cc2)C1c1ccccc1 (stereo not given)	i	15%	-20%	-6%	1%
16	COc1ccc(-c2ccc(-c3cc(=O)oc4c(C(C)C)ccc(C)c34)cc2)cc1	i	0%	0%	1%	-5%

#	PTHR1 ag	GLP1R cytotox	FUS suppressor	TDP43 rescue
9	i	-3%	12%	-4%
10	i	6%	-15%	-17%
11	-30%[inhibitor]	-3%	-9%	-11%
12	i	-3%	8%	9%
13	i	6%	0%	18%
14	-23%	-4%	-42%	-6%
15	i	-1%	18%	0%
16	-28%	-4%	-14%	14%

Additional compounds:
#	molecule	Akt phos inh	GLP1R inv ag	aSyn rescue	Abeta rescue	MmCpn inh
17	O=C(NCCNS(=O)(=O)c1ccccc1)c1cc(OCC(F)(F)F)ccc1OCC(F)(F)F	i	-18%	-2%	26%	0%
18	CCc1cccc(C)c1N=Cc1c(O)c2ccccc2oc1=O	i	-25%	9%	-11%	-1%
19	COc1ccc(NC(=O)CN2CCCCC2)cc1S(=O)(=O)N1CCCCC1	i	5%	-2%	6%	2%
20	COc1ccc(NC(=O)C2CC(=O)N/C(=N/N=C/c3ccccc3)S2)cc1 (stereo not given)	i	17%	-4%	-43%[inhibitor]	1%
21	CCOc1ccc(CNC(=O)CCCn2c(=O)c3cccn3c3ccc(F)cc32)cc1	·	6%	·	1%	·
22	CC(C)(C)c1ccc(NC(=O)Nc2ccc(OCC(=O)N3CCOCC3)cc2)cc1	i	?	1%	10%	3%
23	Cc1ccccc1CCNC(=O)C1CC(O)CN1C(=O)Nc1ccccc1 (stereo not given)	i	12%	1%	-12%	2%
24	COC(=O)c1sccc1NC(=O)c1cc(-c2cc(C)ccc2C)nc2ccccc12	i	0%	17%	1%	1%

#	PTHR1 ag	GLP1R cytotox	FUS suppressor	TDP43 rescue
17	-33%[inhibitor]	7%	17%	22%
18	-3%	10%	10%	?
19	i	10%	7%	3%
20	i	2%	19%	-21%
21	i	-3%	-8%	13%
22	-11%	-6%	23%	17%
23	i	-7%	1%	·
24	-29%	9%	3%	-13%

(listing goes on)
#	molecule	Akt phos inh	GLP1R inv ag	aSyn rescue	Abeta rescue	MmCpn inh
25	CC(C)C(=O)NC(C)C(c1cccs1)N1CCOCC1 (stereo not given)	i	1%	1%	9%	1%
26	Cc1cc(C)nc(/N=C(\N)Nc2ccc(S(=O)(=O)Nc3nccc(C)n3)cc2)n1	i	14%	-5%	7%	0%
27	Cc1cccnc1C(NC(=O)C1CCN(Cc2ccc(Oc3ccccc3)cc2)CC1)c1ccccc1 (stereo not given)	i	?	-4%	-10%	·
28	CCOc1ccccc1CNC(=O)c1ccc(NC(=O)N2CCSc3ncccc32)cc1	·	3%	·	-1%	·
29	CCC(C)(C)NC(=O)C1CCN(c2nc(C)cc(C)n2)CC1	i	4%	0%	-33%	-1%
30	O=CN1CCN(C(=O)Cc2ccc([N+](=O)[O-])cc2)CC1	i	4%	1%	-4%	-1%
31	Cc1ccc(S(=O)(=O)N(C)C[C@H]2OCc3cn(nn3)CCCC(=O)N([C@H](C)CO)C[C@@H]2C)cc1	i	-2%	1%	10%	·
32	COc1ccc([N+](=O)[O-])cc1NC(=O)CSc1nc(C)cc(C)n1	i	56%[activator]	-7%	-3%	-1%

#	PTHR1 ag	GLP1R cytotox	FUS suppressor	TDP43 rescue
25	i	3%	13%	-6%
26	i	-14%	22%	-9%
27	-21%	?	11%	8%
28	-23%	0%	8%	8%
29	i	2%	28%	-6%
30	i	2%	·	8%
31	-20%	-6%	-16%	9%
32	i	-13%	7%	17%

Additional entries follow:
#	molecule	Akt phos inh	GLP1R inv ag	aSyn rescue	Abeta rescue	MmCpn inh
33	CCC(C)(C)NC(=O)CSc1nc(Cc2ccccc2)nc2ccccc12	i	4.5µM*	3%	18%	0%
34	Cc1ccnc2c(N3C(=O)C4C5C=CC(C5)C4(C)C3=O)cccc12 (stereo not given)	i	-3%	0%	-3%	-14%
35	COc1ccc(N2CCN(C(=O)CSc3nnc(-c4ccc5[nH]c(C)c(C)c5c4)o3)CC2)cc1	i	1%	-3%	8%	-1%
36	COc1ccc2c(c1)C(=O)C1(CC2)OC1c1cccnc1 (stereo not given)	i	-3%	-2%	3%	·
37	O=C(NC1CC1)c1cccc(NC(=O)C2CCCC2)c1	i	4%	-1%	0%	·
38	Cc1ccc(NC(=O)N2CCCC2C(=O)Nc2nnc(C(C)C)s2)cc1 (stereo not given)	i	13%	0%	-17%	1%
39	COc1ccc(CC(=S)N2CCOCC2)cc1F	i	4%	-10%	10%	-3%
40	CCCCNC(=O)C1C(c2ccc(OC)cc2)=Nc2ccccc2N1C(=O)c1ccncc1 (stereo not given)	i	0%	-2%	?	·
41	Cc1c(NS(=O)(=O)c2ccc3nc(COc4ccccc4Cl)[nH]c3c2)c(=O)n(-c2ccccc2)n1C	i	12%	-2%	13%	0%

#	PTHR1 ag	GLP1R cytotox	FUS suppressor	TDP43 rescue
33	-79%[inhibitor]	-23%	10%	-3%
34	-17%	-6%	-15%	3%
35	-10%[57.5 µM]	-10%	-9%	15%
36	-1%	-25%	2%	?
37	i	2%	4%	15%
38	i	-1%	-16%	-22%
39	-15%	-2%	1%	18%
40	-23%	5%	13%	12%
41	-12%	3%	33%	-11%[0.397 µM]

Record cards (already shown).
Cc1ccc(NC(=O)N2CCCC2C(=O)Nc2nnc(C(C)C)s2)cc1 (stereo not given) in the list: Akt phos inh = i; GLP1R inv ag = 13%; aSyn rescue = 0%; Abeta rescue = -17%; MmCpn inh = 1%; PTHR1 ag = i; GLP1R cytotox = -1%; FUS suppressor = -16%; TDP43 rescue = -22%
O=C(NC1CC1)c1cccc(NC(=O)C2CCCC2)c1 in the list: Akt phos inh = i; GLP1R inv ag = 4%; aSyn rescue = -1%; Abeta rescue = 0%; MmCpn inh = ·; PTHR1 ag = i; GLP1R cytotox = 2%; FUS suppressor = 4%; TDP43 rescue = 15%

The list is partial; rates above refer to the full screens.
